High-throughput results deposited in PubChem by several laboratories.
CRFR2-BP ag – agonists of human CRF-binding protein/CRF-R2 receptor complex; HEK293 CRF-R2/CRF-BP, calcium dye fluorescence (FLIPR); percent of saturating CRF peptide response; activation, % at 13.2 µM; 0.46% of 350,000 active; AID 588473;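 active means activation of at least 50%, plus an integration ratio under a set limit after plate pattern correction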;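 further: plate controls were neutral control wells without compound for no effect and CRF at EC100 for full effect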
CHRM4 agonist – CHRM4 agonism in calcium assay | P08173 | CHO-K1 hM4/Gqi5, Fluo-8 calcium fluorescence; vehicle 0%, full acetylcholine response 100% | activation, % at 3 µM | 0.14% of 360,000 active;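 active means activation above the run mean over all test wells plus 3 SD, cut at about 32% in these data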;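 further: peak over basal fluorescence ratio per well then scaled between controls; 0% = DMSO wells and 100% = acetylcholine at EC100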
Target sequence (P08173 whole entry, looked up): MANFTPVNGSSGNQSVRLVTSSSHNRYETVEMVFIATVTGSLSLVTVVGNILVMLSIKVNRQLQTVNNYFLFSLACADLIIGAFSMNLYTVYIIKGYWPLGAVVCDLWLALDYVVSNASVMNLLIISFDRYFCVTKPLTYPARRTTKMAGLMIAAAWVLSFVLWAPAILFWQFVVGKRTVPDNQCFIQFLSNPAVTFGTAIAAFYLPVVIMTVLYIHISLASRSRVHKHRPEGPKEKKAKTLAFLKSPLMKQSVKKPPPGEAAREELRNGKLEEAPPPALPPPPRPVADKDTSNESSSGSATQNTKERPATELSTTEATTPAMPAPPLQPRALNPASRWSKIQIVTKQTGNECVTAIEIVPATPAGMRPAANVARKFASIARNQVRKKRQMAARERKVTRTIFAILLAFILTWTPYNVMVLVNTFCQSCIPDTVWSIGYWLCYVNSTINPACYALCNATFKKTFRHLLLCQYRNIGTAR
M5 PAM – CHRM5 positive allosteric modulation; P08912; CHO-K1 hM5, Fluo-8 calcium, ACh EC20 PAM; 0% = ACh EC20, 100% = ACh EC100; activation, % at 3 µM; 0.3% of 360,000 active; AID 624038;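 active means activation above the run cutoff, the mean activation of all test compounds plus 3 SD, cut at about 18% in these data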
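Measured by: Fluo-8 calcium fluorescence; material: human M5 receptor in CHO-K1 cells; schedule: Post-acetylcholine fluorescence recording 140 s; benchmarks: low control EC20 acetylcholine (0%), high control EC100 acetylcholine (100%); read-out: Max/basal fluorescence ratio as % of EC20–EC100 ACh window; compound: single dose, 3 µM nominal final test concentration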
CHRM5 antagonist – CHRM5 antagonism in calcium assay | P08912 | CHO-hM5 cells, Fluo-8 calcium fluorescence, ACh EC80 | inhibition, % at 3 µM | 0.59% of 360,000 active;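 active means inhibition above a per-plate cutoff, the mean of that plate's test compounds plus 3 SD, cut at about 27% in these data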;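 further: 0% = acetylcholine EC80 with DMSO and 100% = DMSO without agonist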
M4 PAM – positive allosteric modulators of human muscarinic M4 receptor; AID 624126; activation, % at 3 µM; CHO-K1 hM4/Gqi5, Fluo-8 calcium fluorescence, ACh EC20; 0% = ACh EC20, 100% = maximal ACh; 0.4% of 360,000 active; P08173;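 active means activation above its plate's cutoff, the mean activation of sample wells plus 3 SD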; further: some results filed as inactive read as strong as hits
CHRM4 antagonist – antagonists of human muscarinic M4 receptor (CHRM4) | 0.73% of 360,000 active | inhibition, % at 3 µM | P08173 | CHO-hM4 cells, ACh EC80, Fluo-8 calcium fluorescence;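 active means inhibition above its plate's cutoff, the mean inhibition of sample wells plus 3 SD, cut at about 27% in these data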;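 further: 0% = acetylcholine EC80 with DMSO and 100% = DMSO without agonist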
CHRM1 PAM – human CHRM1 positive allosteric modulation. activation, % at 3 µM. P11229. 0.088% of 360,000 active. CHO-K1 hM1, Fluo-8 calcium fluorescence, ACh EC20; 0% = ACh EC20, 100% = maximal ACh; in the data active means activation above about 19%, passing the limit was not always enough
Target sequence (P11229 whole entry, looked up): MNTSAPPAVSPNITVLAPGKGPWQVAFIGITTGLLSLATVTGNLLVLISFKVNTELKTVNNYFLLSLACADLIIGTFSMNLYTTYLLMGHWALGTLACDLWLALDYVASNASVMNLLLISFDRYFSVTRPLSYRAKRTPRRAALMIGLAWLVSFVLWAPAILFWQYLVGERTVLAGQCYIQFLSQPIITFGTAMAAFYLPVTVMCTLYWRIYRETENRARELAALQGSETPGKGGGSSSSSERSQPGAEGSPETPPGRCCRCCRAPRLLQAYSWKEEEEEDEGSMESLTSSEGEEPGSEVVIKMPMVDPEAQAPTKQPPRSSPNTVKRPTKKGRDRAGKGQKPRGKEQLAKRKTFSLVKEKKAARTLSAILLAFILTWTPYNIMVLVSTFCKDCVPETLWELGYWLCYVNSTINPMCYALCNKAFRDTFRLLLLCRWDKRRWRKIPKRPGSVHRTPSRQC
M5 ag – CHRM5 agonism in calcium assay; CHO-K1 hM5 cells, Fluo-8 calcium fluorescence; 0% DMSO wells, 100% maximal acetylcholine response; activation, % at 3 µM; 0.19% of 360,000 active; AID 624037;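 active means activation above the run's mean over test compounds plus 3 SD, cut at about 23% in these data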;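 further: signal is peak over basal fluorescence ratio across the kinetic read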
CHRM1 antagonist – blocks human M1 muscarinic receptor. P11229. CHO-K1 hM1, Fluo-8 calcium fluorescence, ACh EC80 antagonist. inhibition, % at 3 µM. 1.3% of 360,000 active. AID 588852;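 active means percent inhibition above its own plate's cutoff, namely the mean of that plate's compound wells plus 3 SD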;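 further: peak over basal fluorescence ratio during 140 s after agonist addition; 0% = ACh EC80 plus DMSO and 100% = DMSO alone without agonist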
* hit, by the source's call; x = no result given.

SMILES	CRFR2-BP ag	CHRM4 agonist	M5 PAM	CHRM5 antagonist	M4 PAM	CHRM4 antagonist	CHRM1 PAM	M5 ag	CHRM1 antagonist
Cc1cccc(C(=O)OC(C)CN2C(C)CCCC2C)c1 (centres undefined)	0.0	0	-3	8	0	-8	2	-9	2
O=c1cc(CO)oc(C(Nc2ccccn2)c2cccc(F)c2)c1O (centres undefined)	0.9	0	1	2	7	-3	8	1	-8
CCOC(=O)C1CCCN(C(=O)c2ccc3c(c2)N(Cc2ccccc2)C(=O)c2ccccc2S3=O)C1 (centres undefined)	-2.1	5	-7	-3	-6	1	9	-2	-13
COc1ccc(CCC(=O)Nc2ccc3c(c2)OCO3)cc1OC	-0.9	4	-2	12	1	12	13	-1	-8
CCCNC(=O)c1ccc(COc2ccc(C)cc2)o1	-0.9	1	2	1	-1	-9	7	2	-10
Cc1c(Br)c(C(N)=O)nn1C	-0.5	0	-2	-2	9	-4	5	5	-12
COc1ccc(CN2CCN(c3ncccn3)CC2)c(OC)c1	-1.8	1	-3	1	-3	-4	1	-1	-1
N/C(=N\OC(=O)c1ccc(F)cc1)c1ccc(Br)cc1	1.6	15	-11	16	-14	5	-5	0	11
CCOC(=O)C1=C(CC)Nc2ccccc2N=C1NC(=O)Nc1ccc(Cl)c(Cl)c1	1.0	14	-20	20	-4	2	-16	9	33*
COCCCn1c(CCC(=O)O)ccc1-c1cccs1	0.5	1	4	-4	6	3	9	-4	-17
NC(=O)COc1ncnc2scc(-c3ccc(F)cc3)c12	-0.1	2	7	1	12	-10	4	1	-9
CC(C)C(=O)Nc1c(-c2ccccc2F)c(=O)c2ccccc2n1C	-1.2	1	0	4	6	-10	12	-2	-19
CCOC(=O)c1c(C)n(C)c2ccc(OC(C)C(=O)OC)cc12 (centres undefined)	-0.8	2	9	-7	11	-11	-3	-3	7
Cc1ccc(S(=O)(=O)NNC2=NCCCCC2)cc1	-1.1	0	10	1	-1	-7	7	3	-12
Cc1cc(C(=O)NNC(=S)NCc2ccco2)n(C)n1	1.6	1	-2	0	0	-1	4	2	-2
COc1cccc(Cn2cccc(NC(=O)Nc3ccc(C#N)cc3)c2=O)c1	4.6	19	-22	19	-16	3	-7	5	15
CC1(C(=O)NCc2ccc3c(c2)OCO3)CCN1C(=O)CC1CCCC1 (centres undefined)	x	2	-4	0	-4	2	-2	0	-2
CC(C)C(CCN1C(=O)c2ccccc2C1=O)c1ccco1 (centres undefined)	0.6	-2	1	-4	-1	-1	6	-1	-11
Cc1nn(Cc2ccccc2)c(C)c1NC(=O)c1noc2c1CCc1ccccc1-2	-1.3	7	-11	5	-10	5	-2	-1	-2
COc1cc(-c2nc3ccc4ccccc4c3c3c2CCC3)ccc1O	2.5	1	-3	3	4	-12	2	-2	-17
CC(c1ccccc1)N1C(=O)c2ccc(C(=O)Nc3ccccc3C(=O)O)cc2C1=O (centres undefined)	0.3	-2	2	10	8	-12	3	1	12
COc1ccc(S(=O)(=O)N2CCN(C(=O)c3c(C)nn(-c4ccccc4)c3Cl)CC2)cc1	0.9	5	-10	4	-6	6	-2	-1	8
O=c1c2ccccc2nc(COc2ccccc2)n1/N=C/c1ccc(O)cc1O	-0.4	5	-15	10	-17	14	-11	1	19
COc1ccc(C(=O)CCNc2ccc(C)c(Cl)c2)cc1	0.2	0	-1	-5	15	-22	-4	-3	1
CCNc1nc(OC)nc(SCC(N)=O)n1	-0.6	0	8	-4	-5	0	2	0	-25
Cc1onc(-c2ccccc2)c1C(=O)N1CCOCC1	2.9	0	1	-5	5	7	3	1	-7
COc1ccc(-c2oc3cccnc3c2-c2ccc(OC)nc2)cc1	-0.3	0	-7	-2	-4	8	-3	-6	1
CCOC(=O)C1=C(C)N(C)C(C)=C(C(=O)OCC)C1c1ccncc1	0.7	0	1	-3	3	4	2	-10	-26
COc1ccc(S(=O)(=O)Nc2ccc(Oc3ccsc3C(=O)O)cc2)cc1	-0.6	-1	8	-4	9	-16	8	-4	-14
O=C(N[C@@H](Cc1ccccc1)C(=O)OCc1ccccc1)c1nc[nH]c1C(=O)N[C@@H](Cc1ccccc1)C(=O)OCc1ccccc1	2.6	0	-3	8	1	3	-3	2	4
O=[N+]([O-])c1ccc(Sc2nccn2Cc2ccccc2)cc1	1.5	0	-7	7	-25	5	-1	-5	13
COc1cccc(OC)c1C(=O)N1CCN(S(=O)(=O)c2ccc(C)cc2)CC1	-1.3	1	-1	17	15	0	1	-3	-2
O=C1NC(=O)C(CC(=O)N(Cc2ccco2)C2(C(=O)NC3CCCC3)CCCCC2)N1 (centres undefined)	-3.2	0	1	-1	-3	4	3	-4	0
COc1ccc(/C=C/C(=O)NC(=S)NNC(=O)c2ccco2)cc1	-0.4	4	-2	2	8	-11	8	2	-10
CCCOc1ccc(F)cc1-c1cc(C(=O)Nc2ccc(C)c(NS(C)(=O)=O)c2)[nH]n1	x	7	-6	9	2	-3	-7	0	0
Cc1ccc(C(=O)c2ccccc2C(=O)O)s1	-1.4	0	5	-4	2	2	4	-1	-14
CN(C)c1ccc(C(=O)N(Cc2ccccc2)Cc2ccccc2)cc1	-2.0	0	1	-6	1	-5	0	-1	4
CCn1cc(/C=C(\NC(=O)c2ccccc2Cl)C(=O)NCCN2CCOCC2)c2ccccc21	-1.9	7	-5	3	-7	-17	-2	-2	1
CCCCC1CCC(C(=O)N(CCC(C)C)c2c(N)n(CCCC)c(=O)[nH]c2=O)CC1 (centres undefined)	1.4	0	0	-2	11	-8	14	1	-17
COc1ccc(-c2c(C#N)c(N)nc3c2CCC3)cc1	-0.3	0	11	1	1	6	2	1	6
CC(=O)Nc1ccc(C(=O)NCC2(N3CCCCC3)CCCCC2)cc1	0.7	0	-1	6	0	6	5	-8	-15
CC(C)(C)n1nc2c(c1NC(=O)c1ccc(C(F)(F)F)cc1)CS(=O)(=O)C2	-0.7	3	0	9	10	-1	8	-3	1
CCNC(=O)NC(=O)C(C)OC(=O)CCCc1nc2ccccc2s1 (centres undefined)	0.0	16	-13	12	-13	-1	-6	3	12
Cc1nnsc1C(=O)Nc1cccc(Cl)c1	-1.9	3	0	0	1	4	1	-1	-13
Cn1c(C(=O)OCC(=O)NCc2cccs2)cc2sccc21	-0.1	2	-2	6	6	-2	22	-1	-12
C=CCn1c(C)cc(C(=O)COC(=O)/C=C/c2cccc(OC)c2)c1C	1.3	3	-1	-2	-3	-5	1	1	-6
CC(=O)Nc1cccc(-c2csc(C(O)c3ccc(F)cc3)n2)c1 (centres undefined)	x	8	0	-2	4	-8	-4	5	-3
O=C(CN1CCCC1)Nc1ccc(F)cc1	2.6	0	-1	-7	-1	10	-6	-2	3
O=C(COc1cccnc1[N+](=O)[O-])N1CCN(S(=O)(=O)c2ccc3ccccc3c2)CC1	-1.1	0	0	0	-6	2	3	-2	-9
Cc1cc(C(=O)NCCc2ccc(Cl)cc2)n(-c2ccccc2)n1	-2.6	1	8	-2	5	11	5	-3	-27
Next records:
SMILES	CRFR2-BP ag	CHRM4 agonist	M5 PAM	CHRM5 antagonist	M4 PAM	CHRM4 antagonist	CHRM1 PAM	M5 ag	CHRM1 antagonist
COCCNc1nc(C)cc(-c2cc(C(=O)Nc3ccccc3)on2)n1	-1.3	1	2	8	5	5	4	-2	-6
CCOc1ccc(CN2CCN(Cc3c[nH]c4ccccc34)CC2)cc1	0.1	3	1	9	-1	1	-2	-2	-4
CCOC(=O)C1(C)CCCN1C(=O)c1ccc(N(C)C)cc1 (centres undefined)	x	0	0	-3	0	-13	2	1	5
CN(Cc1ccccc1)C(=O)COC(=O)C1CCN(S(=O)(=O)c2ccc3c(c2)OCCO3)CC1	0.5	3	0	8	0	1	-4	-6	2
COC(=O)c1cc2c(C)cc3ccc(C)cn3c-2c1C(=O)OC	6.5	1	0	2	0	11	-4	-2	4
CCC1(c2ccccc2)NC(=O)N(CC(=O)Nc2ccc(S(=O)(=O)Nc3ncccn3)cc2)C1=O (centres undefined)	1.1	0	11	-4	6	-2	11	5	-11
Cc1ccc(OCCC(=O)OCC(=O)Nc2ccc3c(c2)OCO3)cc1	0.4	2	-1	3	1	-9	1	-1	-4
Cc1nc(C(C)N(C)Cc2nc(-c3ccc4c(c3)OCO4)no2)c(C)s1 (centres undefined)	0.0	11	-2	-1	-4	4	4	1	-6
COc1ccc(NC(=O)NC(=O)c2cc(OCC(F)(F)F)ccc2OCC(F)(F)F)cc1	3.9	1	-8	-4	-8	2	-7	-5	0

Two entries drawn at random from the list so far:
SMILES	CRFR2-BP ag	CHRM4 agonist	M5 PAM	CHRM5 antagonist	M4 PAM	CHRM4 antagonist	CHRM1 PAM	M5 ag	CHRM1 antagonist
CCn1cc(/C=C(\NC(=O)c2ccccc2Cl)C(=O)NCCN2CCOCC2)c2ccccc21	-1.9	7	-5	3	-7	-17	-2	-2	1
COCCNc1nc(C)cc(-c2cc(C(=O)Nc3ccccc3)on2)n1	-1.3	1	2	8	5	5	4	-2	-6

Molecules from the list above that contain fluorine, in the order listed:
SMILES	CRFR2-BP ag	CHRM4 agonist	M5 PAM	CHRM5 antagonist	M4 PAM	CHRM4 antagonist	CHRM1 PAM	M5 ag	CHRM1 antagonist
O=c1cc(CO)oc(C(Nc2ccccn2)c2cccc(F)c2)c1O (centres undefined)	0.9	0	1	2	7	-3	8	1	-8
N/C(=N\OC(=O)c1ccc(F)cc1)c1ccc(Br)cc1	1.6	15	-11	16	-14	5	-5	0	11
NC(=O)COc1ncnc2scc(-c3ccc(F)cc3)c12	-0.1	2	7	1	12	-10	4	1	-9
CC(C)C(=O)Nc1c(-c2ccccc2F)c(=O)c2ccccc2n1C	-1.2	1	0	4	6	-10	12	-2	-19
CCCOc1ccc(F)cc1-c1cc(C(=O)Nc2ccc(C)c(NS(C)(=O)=O)c2)[nH]n1	x	7	-6	9	2	-3	-7	0	0
CC(C)(C)n1nc2c(c1NC(=O)c1ccc(C(F)(F)F)cc1)CS(=O)(=O)C2	-0.7	3	0	9	10	-1	8	-3	1
CC(=O)Nc1cccc(-c2csc(C(O)c3ccc(F)cc3)n2)c1 (centres undefined)	x	8	0	-2	4	-8	-4	5	-3
O=C(CN1CCCC1)Nc1ccc(F)cc1	2.6	0	-1	-7	-1	10	-6	-2	3
COc1ccc(NC(=O)NC(=O)c2cc(OCC(F)(F)F)ccc2OCC(F)(F)F)cc1	3.9	1	-8	-4	-8	2	-7	-5	0
